CHX counter: counter-screen hit for Shiga toxin inhibitors, cycloheximide. cell reporter, cycloheximide protein synthesis inhibition counterscreen. max response, %. 12% of 300,000 active. AID 2314; in the data active = max response mostly above about 13%, no sharp cut-off; inactive = mostly below about 14%; note: read at 38.3 µM for the half of the compounds with a filed dose; 0% is about no effect
Pf growth 96h: inhibits malaria parasite growth, 96 h | P. falciparum luciferase reporter growth, 96 h | Potency, µM (top dose mostly 28.7 µM), for inactives: at the top dose activity change, negative = inhibition, hits mostly inhibitors | 6.9% of 320,000 active; note: potency is the fitted concentration of half-maximal effect; % is set by controls: 0 for no effect and ±100 for the full control effect
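Two parasite generations (96 h, 37 C, 5% CO2) of compound exposure in infected erythrocytes (0.05% parasitemia, 2% hematocrit). Luciferase-reporter P. falciparum; decreased luminescence indicates inhibited growth, aimed at apicoplast-acting delayed death.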
Sm TGR inh: S. mansoni TGR enzyme inhibition; Q962Y6; purified TGR, DTNB reduction, TNB absorbance 405 nm; Potency, µM (highest dose often 114 µM), without a hit: at the highest dose activity change, negative = inhibition, actives largely listed as inhibitors; 3% of 360,000 active; AID 485364; note: potency is the fitted concentration of half-maximal effect; % is set by controls: 0 for no effect and ±100 for the full control effect; nearly all actives have a fitted effect of over 60% in size
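Kinetic colorimetric format: TGR-catalysed, NADPH-driven DTNB reduction monitored via TNB absorbance. Enzyme dispensed at 20 nM; compound exposure 15 min at room temperature before reaction start.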
Pf growth 48h: inhibits P. falciparum growth in the first generation, 48 h | P. falciparum luciferase growth in erythrocytes, 48 h | Potency, µM (doses to about 28.7 µM), for inactives: at the highest dose activity change, negative = inhibition, hits mostly inhibitors | 5.9% of 310,000 active; note: potency is the fitted concentration of half-maximal effect; % is set by controls: 0 for no effect and ±100 for the full control effect
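Here the parasites carry a stable luciferase gene and grow inside erythrocytes in Albumax-based RPMI medium with compound for one erythrocytic cycle. Activity is scored as loss of luminescent signal.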
Shiga toxin inh: inhibitors of Shiga toxin in Vero cells. Vero cells, Shiga toxin protein synthesis inhibition reporter. inhibition, % at 38.7 µM. 9.2% of 290,000 active; in the data active = inhibition mostly above about 28%, no sharp cut-off; inactive = mostly below about 43%; note: 0% is about no effect
FBPA Giardia inh: inhibitors of Giardia lamblia fructose-1,6-bisphosphate aldolase. Potency, µM (series often up to 59.6 µM), inactives show top-dose activity, negative = inhibition, actives largely listed as inhibitors. purified Giardia FBPA. A8B2U2. 0.71% of 290,000 active. AID 2451; note: potency is the fitted concentration of half-maximal effect; % is set by controls: 0 for no effect and ±100 for the full control effect; nearly all actives have a fitted effect of over 55% in size
Target sequence (A8B2U2 whole entry, looked up): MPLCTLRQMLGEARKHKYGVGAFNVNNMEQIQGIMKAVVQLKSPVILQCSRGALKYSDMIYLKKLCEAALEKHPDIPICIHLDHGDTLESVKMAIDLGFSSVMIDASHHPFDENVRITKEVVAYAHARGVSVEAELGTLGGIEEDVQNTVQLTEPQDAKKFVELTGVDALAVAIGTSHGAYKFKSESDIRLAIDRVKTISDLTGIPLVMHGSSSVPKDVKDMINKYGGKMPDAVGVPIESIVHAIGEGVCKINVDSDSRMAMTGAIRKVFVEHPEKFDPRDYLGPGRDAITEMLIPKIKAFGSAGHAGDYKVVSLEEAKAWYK
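40 nM FBPA preincubated 10 min at RT with compound (up to 57.5 uM final), then substrate plus GAPDH/TPI/NAD/arsenate coupling and diaphorase/resazurin added. Fluorescence read after 20 min at RT, 525/598 nm.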
Active calls of the source: *; i = inactive; ? = inconclusive; . = no result given; & = joins results of further samples; [ ] = another dose, or the depositor's remark. Unless noted, calls come from the whole dose curve; as a rule, active = well fitted curve in the direction sought with a large enough effect; inconclusive = small, poorly fitted or top-dose-only effect, or another doubt; inactive = no such curve, though single readings can be large; an effect the other way counts as inactive or inconclusive.

SMILES | CHX counter | Pf growth 96h | Sm TGR inh | Pf growth 48h | Shiga toxin inh | FBPA Giardia inh
Cc1ccc2c(c1)[C@@H]1CN(C)CC[C@@H]1N2S(=O)(=O)c1ccc([N+](=O)[O-])cc1 | 3 | ? | -5% | ? | 24 | -6%
COc1cc(Nc2c3ccccc3nc3ccccc23)cc(OC)c1OC | -1 | ? | -2% | 7.4µM* | -3 | -3%
COc1ccc(C(=O)NC2CCN(C(=S)Nc3cc(C)ccc3C)CC2)cc1 | -1 | 10% | 0% | -29% | 5 | 1%
CCn1c(Cc2c(C)[nH]c3ccccc23)nnc1SCC(=O)NCc1ccco1 | -2 | -17% | 0% | -15% | -6 | 1%
CC1CCN(Cc2c(C(=O)N/N=C/c3ccc(OC(C)C)cc3)nnn2-c2nonc2N)CC1 | 5 | -20% | -1% | ? | 6 | 2%
COc1ccc(NC(=O)CCC(=O)Nc2nnc(C3CCCCC3)s2)c(OC)c1 | -3 | 11% | -8% | 9% | -3 | 7%
COc1ccc(C2=NN(C(=O)CCC(=O)O)C(c3ccc(OC)c(OC)c3)C2)cc1 (configuration not stated) | -1 | 12µM* | 22µM* | -1% | 15 | 12%
CCOC(=O)c1c(-c2ccccc2)csc1NC(=O)COc1ccc2c(C)cc(=O)oc2c1 | -2 | 27% | -14% | -6% | -11 | 5%
O=[N+]([O-])c1ccccc1OCCNCc1ccccc1 | 16* | 14% | -13% | 99%[activator] | . | -24%
CC(c1nc2ccccc2o1)N1C(=O)c2ccccc2C1=O (configuration not stated) | -2 | 111%[activator] | -7% | -7% | -1 | -1%
CCC1Nc2ncnc(N3CCCCC3)c2N(Cc2ccccc2)C1=O (configuration not stated) | . | ? | -17% | ? | . | .
COC(=O)CC1C(=O)NCCN1C(=O)c1cc([N+](=O)[O-])ccc1Cl (configuration not stated) | -2 | -7% | 103%[activator] | 29% | -3 | 9%
COc1cccc(CCc2nnc(N)s2)c1 | -4 | -3% | 1% | 59%[activator] | . | 6%
CC(C)n1c(CSCc2ccc(Cl)cc2Cl)n[nH]c1=S | -3 | 25% | -9% | ? | -10 | 3%
Cc1ccc(-n2ncc(C#N)c2N)cc1 | -2 | 35%[activator] | 7% | 3% | 9 | 4%
COCCn1c(SCC(=O)NC2CCCC(C)C2C)nc2ccccc2c1=O (configuration not stated) | . | -21% | 9% | 2% | . | .
COc1cc(/C=C/c2nc(N)nc(-c3ccccc3O)n2)cc(OC)c1OC | -1 | -17% | -2% | ? | 5 | 0%
Cc1cc(C(=O)COC(=O)Cn2c(C(F)(F)F)nc3ccccc32)c(C)n1Cc1ccco1 | -2 | ? | -27%[11.4 µM] | . | -7 | 0%
COc1cc2c(cc1NS(=O)(=O)N1CCCC1)oc1ccccc12 | -1 | . | 7% | 2% | -1 | -4%
O=C(C1CCN(S(=O)(=O)c2ccc3c(c2)OCCO3)CC1)N1CCc2ccccc21 | 1 | 10µM* | 0% | ? | -5 | -2%
Cc1ccc(S(=O)(=O)NCCC(C)C)cc1[N+](=O)[O-] | -2 | 19% | 4% | 16% | -5 | -1%
CCO[C@@H]1OC(C(=O)N2CCN(Cc3ccc4c(c3)OCO4)CC2)=C[C@H](C2CC2)[C@H]1CCCO | 1 | 3.3µM* | -2% | ? | 5 | 8%
O=C(Nc1ccccc1Cl)C1CC(=O)n2c(nc3ccccc32)N1 (configuration not stated) | -5 | 25% | 0% | 12% | -3 | 3%
NC(c1ccccc1)c1cccnc1 (configuration not stated) | -2 | -28% | -26% | 2% | -8 | 10µM*
COc1ccc(NC(=O)CN(C)C(=O)c2ccc(N3CCCC3)c([N+](=O)[O-])c2)cc1 | . | ? | 0% | -19% | . | .
Cn1nc(C(=O)N2CCN(c3ccccc3F)CC2)c2c1-c1ccccc1S(=O)(=O)C2 | -6 | 4% | 7%&-12% | -9% | -2 | -15%
C/C(CC(=O)Nc1ccc([N+](=O)[O-])cc1)=N\NC(=O)c1ccccc1O | 24* | 26% | -25% | 37%[activator] | . | -12%
COC(=O)c1ccc(N=Nc2ccccc2)cc1 | 32* | . | 2% | 232%[activator] | 79* | 1%
COc1ccc(N2CCN(C(=O)COc3ccc4ccccc4c3)CC2)cc1 | -1 | 9.3µM* | 10% | 4% | -5 | -18%
CNC(=O)c1[nH]cnc1C(=O)N[C@@H](Cc1ccccc1)C(=O)OC(C)(C)C | 0 | -4% | 2% | 0% | -12 | -23%

Part of the list above in order of molecular weight, ascending:
SMILES | CHX counter | Pf growth 96h | Sm TGR inh | Pf growth 48h | Shiga toxin inh | FBPA Giardia inh
COC(=O)c1ccc(N=Nc2ccccc2)cc1 | 32* | . | 2% | 232%[activator] | 79* | 1%
C/C(CC(=O)Nc1ccc([N+](=O)[O-])cc1)=N\NC(=O)c1ccccc1O | 24* | 26% | -25% | 37%[activator] | . | -12%
COc1cc(/C=C/c2nc(N)nc(-c3ccccc3O)n2)cc(OC)c1OC | -1 | -17% | -2% | ? | 5 | 0%
COCCn1c(SCC(=O)NC2CCCC(C)C2C)nc2ccccc2c1=O (configuration not stated) | . | -21% | 9% | 2% | . | .
Cn1nc(C(=O)N2CCN(c3ccccc3F)CC2)c2c1-c1ccccc1S(=O)(=O)C2 | -6 | 4% | 7%&-12% | -9% | -2 | -15%
CCO[C@@H]1OC(C(=O)N2CCN(Cc3ccc4c(c3)OCO4)CC2)=C[C@H](C2CC2)[C@H]1CCCO | 1 | 3.3µM* | -2% | ? | 5 | 8%

Further records follow:
SMILES | CHX counter | Pf growth 96h | Sm TGR inh | Pf growth 48h | Shiga toxin inh | FBPA Giardia inh
COc1ccc(C(=O)Oc2cccc3cccnc23)cc1[N+](=O)[O-] | -4 | 22% | 0% | -24% | 3 | -27%
CC1Cc2cc(/C(O)=C3/C(=O)C(=O)N(CCCn4ccnc4)C3c3cccc([N+](=O)[O-])c3)ccc2O1 (configuration not stated) | -1 | 22% | 2% | 51%[activator] | 10 | ?
Cc1onc(-c2ccccc2)c1C(=O)N(Cc1ccccc1)C(C)C | -4 | -20% | 7% | -16% | -6 | 13%
COc1ccc(OCC(O)CNc2ccc(Br)cc2)cc1 (configuration not stated) | 4 | . | -13% | 27% | 19 | -8%
COc1cccc(CN2CC(C(=O)NCCCn3cccn3)CCC2=O)c1 (configuration not stated) | -4 | 28% | -7% | -3% | 20 | .
Cc1ccc(NC2=NCC(=O)N2C2CCCC2)cc1 | 7 | 5.9µM* | . | 15% | 58* | -6%
O=S(=O)(NC1CCCCC1)c1ccc(S(=O)(=O)N2CCN3CCCC3C2)cc1 (configuration not stated) | -10 | 11% | -26% | -13% | -10 | 0%
O=C(Nc1ccccc1C(=O)Nc1ccc(Br)cn1)c1ccccc1Cl | . | ? | -2% | ? | . | .
CCOc1ccc(OCCC(=O)N(CC)CC(=O)Nc2c(F)cccc2F)cc1 | . | -22% | -1% | -28% | . | .
CC(C)CCNCC(O)CON=C1c2ccccc2-c2ccccc21 (configuration not stated) | -7 | ? | 2% | ? | -6 | 0%
COc1ccc(-n2c(Cc3cc(=O)[nH]c(=O)[nH]3)nnc2SCC(=O)N2CCC(C)CC2)cc1 | 1 | ? | -2% | . | -8 | 0%
NC(=O)c1cccn1-c1ncc(C(F)(F)F)cc1Cl | 1 | -1% | 10% | i | -2 | 4%
CC(C)(C)C(=O)O/N=C(\N)c1ccc(Oc2cc(Cl)cc(Cl)c2)c([N+](=O)[O-])c1 | -1 | ? | 8% | ? | 1 | -14%
O=C(Nc1ccc([N+](=O)[O-])cc1)c1cc(Cl)sc1Cl | 17 | ? | -2% | 17% | 27* | .
C=CCSc1ccccc1C(=O)Nc1ncn[nH]1 | -2 | -6% | -19% | 1% | -4 | -16%
CCCN(CC(=O)Nc1ccccc1OC)C(=O)CCC(=O)c1ccc(OCC)cc1 | . | ? | -2% | ? | . | .
O=[N+]([O-])c1cc([N+](=O)[O-])c(Oc2cc(F)ccc2F)cc1NN1CCCCC1 | -2 | ? | -6% | ? | -6 | 0%
Cc1ccc2nc(-c3ccc(-c4cccc(Cl)c4)cc3)c(NCc3ccccc3)n2c1 | . | 0% | -21% | ? | . | .
CCOC(=O)c1sc(NC(=O)c2ccccc2F)c(C(N)=O)c1C | -2 | -4% | -7% | 4% | -4 | 8%
O=C(CNC(=O)N1CC(=O)Nc2ccccc21)Nc1ccc(F)c(Cl)c1 | -3 | 36%[activator] | -2% | 21% | -6 | 9%
COc1cc(/C(C)=N/NC(=O)CSc2nncn2C)ccc1OCc1ccccc1Cl | 38* | ? | 3% | ? | 84* | 7%
COC(=O)c1ccc(CSc2nnc(Nc3ccccc3OC)s2)o1 | 14 | 43%[activator] | ? | -7% | -9 | -4%
Cc1ccnc(NS(=O)(=O)c2cc(C(F)(F)F)ccc2Cl)c1 | -1 | ? | 6% | -25% | 27 | -1%
C=CCn1c(C)cc(C)c(C#N)c1=O | 0 | 22% | -1% | 31%[activator] | 34 | 13%
O=C1c2ccccc2C(=O)N1CCCc1nc2ccccc2c(=O)n1CCCn1ccnc1 | -7 | 1.9µM* | 0% | -27% | -15 | 6%
O=C(CCNC(=O)c1ccc(Br)cc1)NCC1COc2ccccc2O1 (configuration not stated) | 23* | 48%[activator] | 1% | ? | 71* | -1%
COc1ccc(C(=O)Nc2ccc3c(c2)C(=O)c2ccccc2C3=O)cc1OC | 31* | 0% | -5% | 24% | 22 | -1%
COc1ccccc1Oc1ccc(N2CC(C(=O)OCC(=O)c3ccccc3)CC2=O)cc1 (configuration not stated) | -3 | -5% | 0% | 9% | 0 | .
CCCOC(=O)Cc1n[nH]c(=O)[nH]c1=O | -1 | 143%[activator] | -2% | 5% | 4 | -22%
O=C(C1=NN[C@@H]2C(=O)N(c3cccc(C(F)(F)F)c3)C(=O)[C@H]12)C(c1ccccc1)c1ccccc1 | -5 | ? | 2% | 0% | -6 | 3%
CCCCS(=O)(=O)N1CCCC(C(=O)NCCc2ccccc2)C1 (configuration not stated) | -5 | 0% | 6% | 5% | -11 | 10%
CC(=O)NC12CC3CC(C1)CC(C(=O)N(C)Cc1cccc(Cl)c1Cl)(C3)C2 | -7 | ? | -5% | 0% | -14 | .
CN(C)Cc1nc2ccccc2c(=O)n1CC#N | 6 | -11% | -7% | 0% | 20 | -4%
CC(C)C(C(=O)NCC1CCCO1)N(Cc1ccccc1)C(=O)CNS(=O)(=O)c1ccccc1 (configuration not stated) | -8 | 15% | 7.1µM* | -10% | 5 | ?
COC(=O)c1c(-c2c(Cl)cccc2Cl)noc1NC(=O)N(C)C | 5 | 4% | -10% | 16% | -7 | -7%
Nc1ccc(S(=O)(=O)N2CCCC2)cc1 | -5 | -2% | 0% | . | -25 | 2%
CCCc1cc(C(=O)NNC(=S)NCC2CCCO2)cs1 (configuration not stated) | 14* | -26% | 3% | 15% | 6 | 0%
N#Cc1ccccc1NC(=O)CNc1cc(S(=O)(=O)N2CCOCC2)ccc1NCC1CCCO1 (configuration not stated) | . | ? | -6% | ? | . | .
CC(C)(C)NC(=O)N1CCN(c2nc(-c3ccccc3)ns2)CC1 | 35* | 24% | 7% | 65%[activator] | 108* | 5%
Cc1nn(Cc2ccc(F)cc2)c2sc(C(=O)Nc3ccccc3N3CCOCC3)cc12 | -3 | 17% | 4% | 6% | -15 | 2%
O=C(CCCOc1ccc(Cl)cc1)Nc1ccc(N2CCOCC2)cc1 | 3 | -12% | 92%[activator] | -25% | 8 | -23%
COc1cc(Br)c(C(C)NC(=O)c2ccccc2)cc1OC (configuration not stated) | 1 | 12µM* | 4% | 13µM* | 7 | 11%
CCN(CCCNC(=O)COc1cc(=O)n(C)c2ccccc12)c1ccccc1 | -3 | 7% | -8% | ? | 12 | -5%
CCOC(=O)NC1c2ccccc2Oc2ccccc21 | -2 | ? | 16% | -10% | 13 | 1%
O=C(NC1CCS(=O)(=O)C1)c1cccc(S(=O)(=O)N2CCCCC2)c1 (configuration not stated) | -2 | . | -1% | -13% | -21 | 2%
